GLP1R inv ag: qHTS of GLP-1 Receptor Inverse Agonists (Inhibition Mode). HEK293 GLP-1R CRE-luciferase, luminescence, 24 h; GLP-1R form is constitutively active. Potency, µM (top dose mostly 38.3 µM), inactives show at the highest dose activity change, negative = inhibition, hits mostly inhibitors. hit rate 1.6% among 410,000; note: potency is the fitted concentration of half-maximal effect; % is set by controls: 0 for no effect and ±100 for the full control effect; nearly all actives have a fitted effect of over 55% in size
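Stable HEK293 clone (constitutively active GLP-1R + cAMP-response luciferase); 200 cells/uL plated, 12 h pre-culture, compound 24 hr, 37 deg C/5% CO2; detection reagent 12 min RT; luminescence.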
HEK293 tox: qHTS of GLP-1 Receptor Inverse Agonists: Cytotox Screen | HEK293 cAMP-luciferase reporter cells, luminescence, 24 h | Potency, µM (titrated, usually from 38.3 µM), without a hit: top-dose activity change, negative = inhibition, most hits filed as inhibitors | hit rate 0.13% among 410,000 | AID 624418, 2012;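 note: loss of luciferase light is scored as toxicity; potency is the fitted concentration of half-maximal effect; % is set by controls: 0 for no effect and ±100 for the full control effect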
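To flag toxic compounds, the library was rerun on cells for 24 hr at 37 deg C and 5% CO2. Viability-linked luminescence was captured 12 min after adding luciferase detection reagent.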
PTHR1 ag: qHTS for PTHR1 Agonists: Primary Screen; HEK293 GP2 PTHR1 cells, GloSensor cAMP luminescence, 1 h; hit rate 0.075% among 410,000; AID 743266, 2014; Potency, µM (doses to about 115 µM), without a hit: at the top dose activation, actives largely listed as activators; note: potency is the fitted concentration of half-maximal effect; nearly all actives have a fitted effect of over 55% in size; some results filed as inactive show a strong effect at the top dose; inactives centre near -15; many of its hits are not listed in these tables
Target sequence (Q03431 whole entry, looked up): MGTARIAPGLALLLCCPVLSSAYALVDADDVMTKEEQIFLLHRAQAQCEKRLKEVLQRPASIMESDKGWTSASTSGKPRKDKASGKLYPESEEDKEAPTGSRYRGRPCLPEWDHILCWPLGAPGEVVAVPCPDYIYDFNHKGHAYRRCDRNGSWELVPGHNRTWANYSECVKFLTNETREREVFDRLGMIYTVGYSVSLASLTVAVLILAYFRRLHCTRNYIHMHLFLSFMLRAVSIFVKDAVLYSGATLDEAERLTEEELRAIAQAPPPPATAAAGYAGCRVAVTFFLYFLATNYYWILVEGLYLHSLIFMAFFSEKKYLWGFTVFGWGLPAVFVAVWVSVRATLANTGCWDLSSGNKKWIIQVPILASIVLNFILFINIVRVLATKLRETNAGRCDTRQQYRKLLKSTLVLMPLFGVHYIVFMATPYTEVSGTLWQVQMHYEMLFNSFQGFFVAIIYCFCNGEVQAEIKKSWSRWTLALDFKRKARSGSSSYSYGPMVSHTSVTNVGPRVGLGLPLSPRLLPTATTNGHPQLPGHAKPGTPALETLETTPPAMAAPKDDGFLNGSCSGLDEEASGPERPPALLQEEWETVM
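HEK-293-derived GP2 cells expressing PTHR1 and a GloSensor cAMP reporter, 3,000/well, plated overnight, given luciferin plus IBMX (each 0.5 mM as added) for 1 h at 37 °C, then compound for 1 h at 37 °C. Luminescence was read after 15 min at room temperature.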
EPAC1 agonist: qHTS for Agonist of cAMP-regulated guanine nucleotide exchange factor 3 (EPAC1): primary screen; Potency, µM (series often up to 154 µM), for the others: at the highest dose activation, usual class: activators; AID 720707, 2013; EPAC1 agonist qHTS, biochemical assay; response scale: 100% = response to 6.5 mM cAMP; hit rate 0.073% among 360,000; Rap guanine nucleotide exchange factor 3 (Homo sapiens), O95398; note: potency is the fitted concentration of half-maximal effect; nearly all actives have a fitted effect of over 60% in size
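Fluorescent GDP-exchange assay: 100 nM EPAC1 with 250 nM Rap1B preloaded with BODIPY-GDP and 50 uM GDP; compounds tested as concentration series, 5 min at room temperature, then read every 5 min for 30 min (ex 480/em 540 nm); normalized to 6.5 mM cAMP.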
GLP-1R agonist: qHTS of GLP-1 Receptor Agonists; Glucagon-like peptide 1 receptor (Homo sapiens), P43220; HEK293 GLP-1R CRE-luciferase, luminescence, 4-6 h; cells express a hypersensitive GLP-1R form; Potency, µM (top dose mostly 45.6 µM), for the others: at the top dose activation, actives largely listed as activators; hit rate 0.007% among 380,000; note: potency is the fitted concentration of half-maximal effect; % of control where 0% means no effect
PI5P4K alpha inh: qHTS for Inhibitors of phosphatidylinositol 5-phosphate 4-kinase (PI5P4K); Phosphatidylinositol 5-phosphate 4-kinase type-2 alpha (Homo sapiens), P48426; PI5P4Kalpha enzyme, ADP-Glo luminescence, 60 min; hits give low values; max response, %; hit rate 1.2% among 330,000; active = max response of -50% or lower; inconclusive = between -30% and -50%; inactive = -30% or higher; note: value at the top dose of about 77 µM; % is set by controls: 0 for no effect and ±100 for the full control effect
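Controls without substrate or without enzyme flank wells where PI5P4Kalpha converts substrate using 5 microM ATP (final). Incubation lasts 60 minutes at room temperature; ADP formed is read by ADP-Glo luminescence.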
EPAC1 antagonist: qHTS for Antagonist of cAMP-regulated guanine nucleotide exchange factor 3 (EPAC1): primary screen | Potency, µM (doses to about 115 µM), without a hit: at the top dose activity change, negative = inhibition, hits mostly inhibitors | EPAC1 GEF assay, Rap1b-BODIPY-GDP exchange fluorescence | hit rate 0.14% among 360,000 | Rap guanine nucleotide exchange factor 3 (Homo sapiens), O95398;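 note: potency is the fitted concentration of half-maximal effect; plate controls were vehicle for no effect and positive control for full effect; nearly all actives have a fitted effect of over 50% in size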
IL-2 act: qHTS of IL-2 Activators; IL-2 activation reporter assay, cell-based qHTS; stimulated with anti-CD3/CD4/CD28 beads; in transgenic mouse T cells; AID 652025, 2013; activation, % (series mostly up to about 46 µM); hit rate 0.065% among 360,000; in the data active = activation above about 50%; inconclusive = mostly about 30% to 49%; note: 0% is about no effect
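Unstimulated transgenic mouse T cells, 750 per well, received compound and, after 60 minutes, anti-CD3/anti-CD4 bead plus anti-CD28 stimulation. EGFP and DsRed were quantified after 18 hours.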
PLK1 PBD inh: qHTS for Inhibitors of PLK1-PDB (polo-like kinase 1 - polo-box domain): Primary Screen; Serine/threonine-protein kinase PLK1 (Homo sapiens), P53350; Plk1 PBD binding of FITC phosphopeptide, fluorescence polarization; Potency, µM, for the others: max response, negative = inhibition, usual class: inhibitors; hit rate 2.8% among 360,000; note: potency is the fitted concentration of half-maximal effect; series mostly up to about 57 µM; % is set by controls: 0 for no effect and ±100 for the full control effect; nearly all actives have a fitted effect of over 65% in size
* hit, by the source's call; i = inactive; ? = inconclusive; / = not tested or not shown; [ ] = remark or other dose. Unless noted, calls come from the whole dose curve; as a rule, active = well fitted curve in the direction sought with a large enough effect; inconclusive = small, poorly fitted or top-dose-only effect, or another doubt; inactive = no such curve, though single readings can be large; an effect the other way counts as inactive or inconclusive.

[1] O=C(CCn1nnnc1CN1CCOCC1)N1CCC(c2ccccc2Cl)C1 (stereo not drawn)
[2] COc1ccc(NC(=O)c2cc(C)n(Cc3cccs3)c2C)cc1
[3] CCc1ccc(OCC(=O)N/N=C(\C)c2ccc(O)cc2O)cc1
[4] COc1ccc(NC(=O)c2cc(F)cc(F)c2)cc1S(=O)(=O)N1CCCCC1
[5] Cc1ccc(/C=N/c2sc3c(c2C(N)=O)CCCC3)o1

| Assay by compound | 1 | 2 | 3 | 4 | 5 |
| --- | --- | --- | --- | --- | --- |
| GLP1R inv ag | 6% | ? | ? | ? | -3% |
| HEK293 tox | -6% | ? | -22% | -7% | 8% |
| PTHR1 ag | -17% | -37%[inhibitor] | i | -18% | i |
| EPAC1 agonist | -6% | 14% | -4% | 1% | 5% |
| GLP-1R agonist | -8% | 10% | -1% | 19% | 11% |
| PI5P4K alpha inh | -9 | -13 | 3 | -1 | -1 |
| EPAC1 antagonist | 12% | -3% | -22% | -4% | -16% |
| IL-2 act | -1.4 | -0.7 | 0.1 | -0.2 | 0.3 |
| PLK1 PBD inh | -5% | -8% | 1% | -12% | -5% |

[6] CN(C)S(=O)(=O)Nc1ccc2c(c1)OCO2
[7] N#Cc1ccc(CN(Nc2ccccc2)c2ccccc2)cc1
[8] O=C(CN1CCN(c2ccccn2)CC1)N1c2ccccc2Sc2ccc(C(F)(F)F)cc21
[9] COc1cccc(-c2nnn(CC(=O)Nc3ccc(C)cc3C)n2)c1OC
[10] Cc1c(C(=O)N(C)C)c2ccc(Cl)cc2n1O

| Assay by compound | 6 | 7 | 8 | 9 | 10 |
| --- | --- | --- | --- | --- | --- |
| GLP1R inv ag | 3% | ? | -12% | 0% | 3% |
| HEK293 tox | -3% | -7% | 4% | 1% | 2% |
| PTHR1 ag | i | i | -63%[inhibitor] | -18%[57.5 µM] | 23% |
| EPAC1 agonist | -1% | -8% | 5% | 5% | 1% |
| GLP-1R agonist | -16% | -4% | 2% | 2% | 3% |
| PI5P4K alpha inh | / | 0 | 9 | / | 4 |
| EPAC1 antagonist | 9% | 5% | -11% | -11% | -15% |
| IL-2 act | -0.6 | 0.7 | -2.0 | -1.2 | -0.3 |
| PLK1 PBD inh | 1% | 2% | -6% | 0% | -23% |

[11] Cc1cc([N+](=O)[O-])c(C)cc1-c1ccc(/C=N/n2cnnc2)o1
[12] O=C(NNc1cccc(Cl)n1)c1ccc(Cl)nc1
[13] CCCCN(C(=O)c1ccc([N+](=O)[O-])s1)c1c(N)n(CC(C)C)c(=O)[nH]c1=O
[14] Cc1cc(C)c(S(=O)(=O)NC(CC(=O)O)c2cccc([N+](=O)[O-])c2)c(C)c1 (stereo not drawn)
[15] CCOc1ccc(-n2ccnc2SCC(=O)N2CCCc3ccccc32)cc1

| Assay by compound | 11 | 12 | 13 | 14 | 15 |
| --- | --- | --- | --- | --- | --- |
| GLP1R inv ag | 38%[activator] | 16% | 2% | 0% | ? |
| HEK293 tox | 3% | -11% | -9% | 0% | -16% |
| PTHR1 ag | i | i | i | -25% | -13% |
| EPAC1 agonist | -1% | -5% | 10% | 6% | 8% |
| GLP-1R agonist | -5% | 4% | -1% | 2% | 11% |
| PI5P4K alpha inh | -10 | -4 | -19 | -12 | -1 |
| EPAC1 antagonist | 6% | 8% | -1% | -16% | 6% |
| IL-2 act | -1.0 | -5.5 | -1.0 | 1.1 | -2.0 |
| PLK1 PBD inh | -10% | -9% | -8% | -11% | -15% |

[16] CCN(CC)CCC#CC(O)(c1ccccc1)c1ccccc1
[17] Clc1ccc(-n2nnc(-c3nccs3)n2)cc1Cl
[18] FC(F)(F)c1cccc(-c2ccc(/C=N/Nc3nncc(-c4ccccc4)n3)o2)c1
[19] COc1ccc(-c2ccc(CCC(=O)O)n2-c2cc(OC)ccc2OC)cc1
[20] COc1ccccc1-n1cnnc1SCC(=O)Nc1ccccc1

| Assay by compound | 16 | 17 | 18 | 19 | 20 |
| --- | --- | --- | --- | --- | --- |
| GLP1R inv ag | ? | -9% | 12% | ? | -4% |
| HEK293 tox | -12% | -10% | 2% | 14% | -2% |
| PTHR1 ag | i | -92% | i | i | -9% |
| EPAC1 agonist | -4% | -15% | 8% | 10% | 9% |
| GLP-1R agonist | -2% | -4% | 4% | 7% | 9% |
| PI5P4K alpha inh | 13 | -25 | -6 | -18 | 4 |
| EPAC1 antagonist | -10% | 6% | -1% | 3% | 14% |
| IL-2 act | -2.3 | -1.2 | -2.2 | -1.4 | 1.3 |
| PLK1 PBD inh | 5% | 27µM* | 4% | -10% | -10% |

Single records, as listed above. Order of screens: GLP1R inv ag | HEK293 tox | PTHR1 ag | EPAC1 agonist | GLP-1R agonist | PI5P4K alpha inh | EPAC1 antagonist | IL-2 act | PLK1 PBD inh
`FC(F)(F)c1cccc(-c2ccc(/C=N/Nc3nncc(-c4ccccc4)n3)o2)c1` reads 12% | 2% | i | 8% | 4% | -6 | -1% | -2.2 | 4%
`COc1ccccc1-n1cnnc1SCC(=O)Nc1ccccc1` reads -4% | -2% | -9% | 9% | 9% | 4 | 14% | 1.3 | -10%
`CCN(CC)CCC#CC(O)(c1ccccc1)c1ccccc1` reads ? | -12% | i | -4% | -2% | 13 | -10% | -2.3 | 5%
`Clc1ccc(-n2nnc(-c3nccs3)n2)cc1Cl` reads -9% | -10% | -92% | -15% | -4% | -25 | 6% | -1.2 | 27µM*
`COc1ccc(-c2ccc(CCC(=O)O)n2-c2cc(OC)ccc2OC)cc1` reads ? | 14% | i | 10% | 7% | -18 | 3% | -1.4 | -10%

Following part.
[21] c1ccc2c(c1)OCC(CNCC1COc3ccccc3O1)O2 (stereo not drawn)
[22] COC(=O)C(c1cc(OC)c(O)c(OC)c1)(N1CCNC(C)C1)C(F)(F)F (stereo not drawn)
[23] CCOc1ccc(/C=N/NC(=O)C(C)N(c2ccc(OC)cc2)S(C)(=O)=O)cc1 (stereo not drawn)
[24] Cc1c(C(=O)N2CCN(C(c3ccccc3)c3ccccc3)CC2)oc2ccccc12

| Assay by compound | 21 | 22 | 23 | 24 |
| --- | --- | --- | --- | --- |
| GLP1R inv ag | -4% | -3% | 15% | 4.5µM* |
| HEK293 tox | -6% | 1% | -4% | 19% |
| PTHR1 ag | -3% | i | -6% | -15% |
| EPAC1 agonist | -2% | 1% | 1% | 13% |
| GLP-1R agonist | 12% | 7% | 4% | -7% |
| PI5P4K alpha inh | 6 | 0 | / | 3 |
| EPAC1 antagonist | 0% | -9% | 13% | -14% |
| IL-2 act | -1.2 | 0.1 | -1.5 | 0.3 |
| PLK1 PBD inh | 1% | -12% | -6% | -11% |

Screening data as filed in PubChem BioAssay.

An excerpt (hit frequency here may not be typical).
